Screens as filed in PubChem BioAssay.
HTR5A ag ctr – activates human HTR5A in OPRM1-OPRD1 agonist counter-screen. P47898. HTR5A agonist assay, luminescence, cell-based. activation, % at 9.3 µM. hit rate 0.61% among 340,000. AID 504692; in the data active = activation mostly above about 9.5%, no sharp cut-off; inactive = mostly below about 7.6%;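 note: 0% = cells with vehicle only and 100% = reference agonist; strong numbers were not always called active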
NSD2 inh – inhibitors of human histone methyltransferase NSD2; O96028; NSD2 peptide methylation, AlphaScreen, 120 min; inhibition, % at 12.5 µM; hit rate 0.54% among 310,000; AID 743445; in the data active = inhibition above about 50%
CDK5 p35 inh – blocks human CDK5/p35 kinase activity; Q00535+Q15078; Recombinant CDK5/p35, ADP-Glo luminescence, 60 min; inhibition, % at 10 µM; hit rate 0.01% among 330,000; AID 488839;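 active = highest replicate inhibition of at least 50% and at least 75% of replicates reaching 50%; inconclusive = only one of the two criteria met; inactive = both criteria failed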;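 note: plate controls were DMSO neutral control for no effect and GW8510 at 10 µM for full effect; many of its hits are not listed in these tables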
V-ATPase pHluor – yeast V-ATPase proton transport regulation by pHLuorin; S. cerevisiae, pHLuorin cytosolic pH fluorescence; response, % at 10 µM; hit rate 0.37% among 350,000; in the data active = response mostly above about 7.3%, no sharp cut-off; inactive = mostly below about 5.4%; note: actives read high; inactives centre near 0; some compounds called inactive have numbers as strong as hits; reference of the scale not given here
PvdQ inh – blocks Pseudomonas aeruginosa PvdQ acylase activity | purified PvdQ acylase, fluorescence plate reader | inhibition, % at 10 µM | hit rate 0.063% among 340,000; in the data active = inhibition above about 30%, passing the limit was not always enough; inconclusive = no clear call, values can overlap the other calls;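 note: 0% = vehicle neutral wells and 100% = reference inhibitor wells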
MITF act – increases MITF-driven TRPM1 promoter luciferase signal | SK-MEL-5 TRPM1-promoter luciferase, 24 h; % of positive control, neutral wells = 0 | activation, % at 12.5 µM | hit rate 0.75% among 300,000;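 active = mean activation of at least 80% with every replicate also reaching 80%; inconclusive = mean reaches 80% but some replicate falls short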;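 note: 0% = neutral control wells and 100% = parthenolide positive control wells; values of inactives mirror those of a sister screen read the other way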
SR-BI HDL uptake – blocks mouse SR-BI lipid uptake from DiI-HDL | Q61009 | ldlA[mSR-BI] CHO cells, DiI-HDL uptake fluorescence, 3 h | inhibition, % at 12.5 µM | hit rate 0.96% among 320,000 | AID 488896;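 active = mean replicate inhibition of at least 70% and a set share of replicates each scoring 70 or more; inconclusive = meets just one of the two criteria; inactive = fails both criteria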;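 note: 0% = median of neutral control wells and 100% = median of positive control wells; values of inactives mirror those of a sister screen read the other way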
Target sequence (Q61009 whole entry, looked up): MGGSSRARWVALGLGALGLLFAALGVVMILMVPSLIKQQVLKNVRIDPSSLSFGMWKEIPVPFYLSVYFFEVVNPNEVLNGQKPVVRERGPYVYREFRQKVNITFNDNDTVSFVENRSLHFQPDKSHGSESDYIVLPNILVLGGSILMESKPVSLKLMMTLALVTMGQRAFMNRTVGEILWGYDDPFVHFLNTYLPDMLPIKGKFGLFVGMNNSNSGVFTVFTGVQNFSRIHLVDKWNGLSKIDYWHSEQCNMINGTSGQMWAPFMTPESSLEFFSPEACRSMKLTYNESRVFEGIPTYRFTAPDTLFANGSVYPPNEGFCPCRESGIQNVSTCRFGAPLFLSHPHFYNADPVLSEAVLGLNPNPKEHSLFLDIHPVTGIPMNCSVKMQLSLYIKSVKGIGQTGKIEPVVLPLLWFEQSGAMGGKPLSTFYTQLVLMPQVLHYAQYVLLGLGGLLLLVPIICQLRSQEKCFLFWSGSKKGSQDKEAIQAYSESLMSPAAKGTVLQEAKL
Wnt bcat act – Wnt/beta-catenin pathway activation; Wnt/beta-catenin reporter cell assay, activator, plate reader; activation, % at 9.35 µM; hit rate 1.2% among 300,000; in the data active = activation above about 30%, passing the limit was not always enough; inconclusive = no clear call, values can overlap the other calls;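 note: 0% = neutral control wells and 100% = positive control wells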
dFosB act – enhances mouse delta FosB homodimer DNA binding; P13346; purified delta FosB, TAMRA-CDK5 oligo fluorescence polarization; percent of positive-control signal above neutral wells; activation, % at 25 µM; hit rate 0.99% among 340,000;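 active = mean activation above about 17%, with every replicate also reaching it, limit read from the data, passing the limit was not always enough; inconclusive = only one of the two conditions met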;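 note: fluorescence polarization rise as delta FosB binds a TAMRA Cdk5 AP-1 oligo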
Target sequence (P13346 whole entry, looked up): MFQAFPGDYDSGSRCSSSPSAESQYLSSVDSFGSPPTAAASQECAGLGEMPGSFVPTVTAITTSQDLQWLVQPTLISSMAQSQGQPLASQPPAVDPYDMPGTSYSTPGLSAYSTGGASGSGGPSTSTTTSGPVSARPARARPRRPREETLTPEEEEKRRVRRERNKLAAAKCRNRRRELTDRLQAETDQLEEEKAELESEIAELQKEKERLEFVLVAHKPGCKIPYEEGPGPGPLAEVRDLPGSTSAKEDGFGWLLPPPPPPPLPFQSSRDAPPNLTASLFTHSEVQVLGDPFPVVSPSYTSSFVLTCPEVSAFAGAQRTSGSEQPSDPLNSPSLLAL
HTR5A inv ag – counter-screen for OPRM1-OPRD1 inverse agonists: human HTR5A inverse agonism; P47898; HTR5A cell line, luminescence; inhibition, % at 9.3 µM; hit rate 0.083% among 340,000; in the data active = inhibition mostly above about 23%, no sharp cut-off; inactive = mostly below about 18%;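 note: 0% = cells with DMSO and 100% = no-cell wells with DMSO; some compounds called inactive have numbers as strong as hits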
* marks the source's active call; other numbers are inactive results; ? = inconclusive; · = not tested or not shown.

SMILES	HTR5A ag ctr	NSD2 inh	CDK5 p35 inh	V-ATPase pHluor	PvdQ inh	MITF act	SR-BI HDL uptake	Wnt bcat act	dFosB act	HTR5A inv ag
O=C(Nc1ccc(N2CCN(Cc3ccccc3)CC2)cc1)c1ncn[nH]1	2.7	2.6	-0.6	-6.2	-18.6	-0.4	-16.6	·	-10.9	-1.9
CC(C)CNC(=O)CN1C(=O)NC2(CCc3ccccc32)C1=O (centres undefined)	5.3	1.9	1.9	3.3	-7.3	-1.6	·	1.4	-2.1	-14.9
Cc1ccccc1Cn1cc(S(=O)(=O)CC(=O)N2CCCCC2)c2ccccc21	-0.5	3.5	-2.3	0.3	-15.0	-5.4	23.7	1.8	-5.9	12.4
C=CCNc1nc(NCC)nc(N2CCOCC2)n1	-2.5	-0.8	0.3	-1.0	-5.2	1.9	-5.7	·	-2.8	26.3
COc1ccc(C(=O)/C=C/c2ccc(O)cc2)c(O)c1C/C=C(\C)CCC=C(C)C	0.1	·	-0.3	-2.6	7.7	·	39.0	-1.6	2.2	-35.8
CN(C)CCCN(C(=O)COc1ccccc1)c1nc2c(F)cccc2s1	-4.0	-1.5	-1.9	3.8	-13.5	-2.8	·	0.8	-15.4	32.5
COc1ccc2ccccc2c1/C=N/NC(=O)c1sc(N)c(C#N)c1C	7.8	0.0	1.1	-0.8	-8.9	3.0	37.6	-2.6	15.5	-39.2
CCN(CC(=O)Nc1ccc2c(c1)OCCO2)S(=O)(=O)c1cccs1	-1.4	-3.4	-0.5	-0.7	-4.4	29.2	7.4	·	-4.1	-7.3
CCc1nnc(NC(=O)CSc2ncnc3c2cnn3-c2ccc(OC)cc2)s1	-3.0	-1.7	0.5	-19.8	-0.3	13.8	-2.9	37.9*	3.2	-0.3
COc1cc([N+](=O)[O-])cc(/C=N/NC(=O)c2cncc(Br)c2)c1O	-1.7	·	-3.0	3.7	-4.0	-3.2	·	2.7	-0.1	-16.4
Nn1c(SCC(=O)Nc2ccc(S(N)(=O)=O)cc2)nnc1-c1ccco1	-2.6	1.0	-0.1	-0.8	-10.9	-12.0	-23.1	1.8	-1.7	6.2
Cc1ccc2[nH]c3ccccc3c(=O)c2c1	-2.2	-4.9	2.6	1.5	-17.6	26.9	-4.6	5.4	-3.9	8.0
O=C1c2ccccc2NC(c2ccccc2Br)N1CCCN1CCOCC1 (centres undefined)	-0.2	-0.1	1.6	-0.4	-6.1	2.1	-1.8	·	-4.8	0.6
Cc1cc(C)c(S(=O)(=O)NCCn2ccc3ccccc32)c(C)c1	3.4	·	0.1	0.1	-11.2	·	-2.6	1.9	-5.4	-7.9
COc1nc(Nc2ccc(O)cc2)nc(OC(C(F)(F)F)C(F)(F)F)n1	1.0	0.1	4.0	-3.2	4.7	-7.9	-16.3	·	-5.1	-18.4
COc1ccc(-c2nnc(SCC(=O)N3CCCC3)o2)cc1	-0.6	2.2	0.9	1.0	-12.7	35.8	·	8.5	-0.7	-2.3
CN1CCN(CCCCOc2ccccc2C=O)CC1	-2.4	26.4	-1.0	0.7	-12.8	11.7	-10.6	-2.8	4.0	-6.1
Cc1cccc(C(=O)Nc2nnc(SCC(=O)NCc3ccco3)s2)c1	2.2	-0.1	0.7	-0.7	-16.1	36.7	3.2	20.1	6.9	-15.9
COc1cc(NC(=O)CN2C(=O)CSc3ccc(S(=O)(=O)N4CCCC4)cc32)cc(OC)c1	2.1	-10.7	-1.3	0.9	-12.4	-6.6	-22.4	-1.1	-7.0	-8.7
Cc1ccc(/C=N/NC(=O)NC2CCCCC2)o1	-3.8	15.9	0.0	-0.5	3.3	1.9	-13.5	0.0	-4.4	9.6
COC(=O)[C@@H](NC(=O)c1ccc(OC2CCN(Cc3ccccn3)CC2)cc1)C(C)C	-1.0	-2.6	-2.8	4.4	-15.8	1.8	-36.1	0.2	-2.7	2.7
O=C(CN1CCN(c2ncccn2)CC1)NCc1ccc2c(c1)OCO2	-1.0	·	1.7	1.0	-21.4	2.2	-7.5	0.1	-3.2	2.7
CC(C)C[C@H](NC(=O)c1[nH]cnc1C(=O)N[C@@H](Cc1ccccc1)C(=O)OCc1ccccc1)C(=O)OC(C)(C)C	-3.0	·	0.5	-0.9	-6.1	0.4	15.6	-2.2	-10.6	-21.1
Cc1cc(C)cc(-n2ccnc2SCC(=O)O)c1	1.4	1.3	-1.4	-1.8	-11.0	-6.0	-29.0	0.1	-4.5	-1.3
Cn1c(=O)c2c(nc(N/N=C/c3ccc(OC(=O)c4ccco4)cc3)n2Cc2ccc(F)cc2)n(C)c1=O	-0.9	-4.7	-0.6	0.4	10.8	-1.3	11.9	-3.1	-7.6	17.6
COc1cc(OC)cc(C(=O)N[C@H](C(=O)Nc2cc(C)cc(C)c2)C(C)C)c1	0.1	-6.2	-0.2	0.7	0.7	-8.4	28.7	-0.9	?	-0.4
CCCCc1ccc(NC(=O)c2c(C)noc2C)cc1	-2.4	-3.1	-2.7	-2.8	18.0	·	16.6	6.8	-1.6	-22.4
C[C@H](CO)N1C[C@H](C)[C@@H](CN(C)C(=O)NC2CCCCC2)Oc2ccc(NC(=O)Nc3ccc(C(F)(F)F)cc3)cc2C1=O	4.0	·	-1.0	2.2	-10.7	0.3	-14.7	-3.1	-8.3	-7.3
CCCCOc1cccc(C2C(C(=O)c3ccc(C)o3)=C(O)C(=O)N2c2nnc(C)s2)c1 (centres undefined)	14.1	0.9	0.6	-4.3	6.8	-1.6	-6.0	1.3	-0.2	-36.1
O=C(/C=C/c1ccccc1)Nc1cccc(C(=O)NC2CC2)c1	-1.4	·	0.3	-3.8	-6.7	58.5	39.5	18.4	-17.3	5.1
CCc1nnc(NC(=O)c2cc(S(=O)(=O)N3CCN(c4ccccc4)CC3)ccc2Cl)s1	-3.0	1.4	1.9	-0.6	3.5	-4.7	10.3	2.9	-2.3	-1.0
Cc1cc(C)cc(NC(=O)CN(Cc2ccccc2)S(C)(=O)=O)c1	2.8	·	0.5	0.1	2.4	-3.3	-17.2	-3.9	-12.1	9.4
CC1CCCC(NC(=O)COC(=O)c2ccc3ccccc3n2)C1C (centres undefined)	0.3	-2.1	0.8	0.8	-15.2	·	-37.1	·	3.3	-17.2
Brc1cc(Br)c2nc3c(cc2c1)CCC3	-1.7	-13.1	0.4	-1.1	-2.1	-1.0	4.7	-0.7	-20.7	6.1
CC1(C)C(=O)NCCN1C(=O)CCCC(=O)O	-1.6	-5.7	-0.7	0.6	-4.1	0.3	-20.8	-2.2	0.3	4.5
CCOC(=O)CSc1nnc(SCCN2C(=O)c3ccccc3C2=O)s1	12.9	-1.1	1.6	-0.8	10.4	·	-27.5	-1.4	-6.2	-32.3
CC(C)CCn1c(=O)c2ccccc2n2c(CN3C(=O)NC4(CCC(C)CC4)C3=O)nnc12 (centres undefined)	0.7	-1.9	2.3	-1.2	-15.6	-8.9	-8.8	-5.2	-9.9	-2.3
C=CCNC(=O)/C(=C/c1ccccc1OCC)NC(=O)c1ccccc1	2.3	30.9	0.2	-0.6	-14.2	-2.6	21.1	-1.0	-9.4	-5.9
CC1(C)CC(=O)C2=C(C1)N=C1c3ccccc3C(=O)C1C2c1ccc(Cl)cc1 (centres undefined)	0.9	-1.3	-0.7	1.9	-0.6	-21.3	41.8	·	-12.6	-2.6
CCOC(=O)c1ccc(Oc2cn[nH]c2-c2ccc(O)cc2O)cc1	-4.0	10.6	-0.8	-4.4	-25.1	-16.8	39.1	-1.5	-7.3	11.1
CC(C)C(=O)N1CCN(c2ccccc2NC(=S)NC(=O)c2cccs2)CC1	-4.0	-0.9	-6.4	5.4	1.7	-12.6	·	-1.4	-11.1	10.0
Cc1nn(S(=O)(=O)c2ccccc2)c(C)c1S(=O)(=O)N1CCOCC1	0.2	-3.4	-1.5	-3.2	?	-8.7	-2.9	0.1	-6.2	-1.0
Cc1ccc(N(CC(=O)NCc2ccc(F)cc2)S(=O)(=O)c2c(C)n[nH]c2C)cc1	4.7	2.3	-0.7	-1.6	-18.8	-13.9	-16.6	-2.4	-17.4	16.7
COc1cccc(OC)c1C(=O)Nc1cccc(NC(=O)c2cccs2)c1	1.8	-3.4	0.1	-0.3	-4.3	·	20.2	0.4	-11.9	12.5
CCOc1ccc(N(C)S(=O)(=O)c2ccc3[nH]cc(C(=O)NCC(OC)OC)c(=O)c3c2)cc1	-1.1	-1.3	-0.9	-1.8	-2.2	8.9	·	0.5	-10.6	4.0
CCNC(=O)N1CCNC(=O)C1CC(=O)OC (centres undefined)	-2.2	-4.5	0.3	-0.4	-13.3	-6.5	-1.2	-1.5	0.0	5.1
CCOC(=O)C(C)On1c(SC(C)C(=O)OCC)nc2ccccc2c1=O (centres undefined)	6.9	0.4	-0.5	-0.9	-6.4	·	-3.4	·	6.5	-8.8
CN(C)C(=O)c1c2c(nc3ccccc13)-c1ccccc1CC2	0.7	-1.4	0.2	-4.3	-11.6	·	28.3	-1.6	-5.3	4.8
CC(=O)CCC(=O)NC1CCCc2c1cnn2-c1ccc(C(C)(C)C)cc1 (centres undefined)	-2.0	-2.0	0.6	-0.9	-15.0	·	22.1	-1.1	-3.7	6.8
COC(=O)c1cc(S(=O)(=O)N2c3ccccc3CC2C)c[nH]1 (centres undefined)	1.2	-7.6	0.9	3.4	-5.7	-1.3	-2.5	0.9	-7.4	-4.7
Fc1ccc(NC(=S)Nc2nccs2)cc1	-2.6	2.0	3.6	-2.6	-9.6	26.1	-4.4	-2.0	-11.4	10.9
Cc1nnc(SCC(=O)NN2C(=O)NC3(CCCCC3)C2=O)s1	0.5	-1.1	-1.9	-2.5	-7.5	3.5	-12.0	-3.8	2.3	-2.2
CC(=O)Nc1cc(NC(C)=O)c(CC(C)C)s1	-3.2	-0.4	-1.8	6.4	-1.5	-2.3	2.2	·	9.3	-13.0
CC(=O)c1c(Cl)nc2cccc3c2c1-c1ccccc1C3=O	3.5	2.2	-0.6	1.0	1.2	-3.1	1.0	-0.4	-6.5	-29.0
COc1ccc(C(=O)COC(=O)c2ccc(Cl)nc2)c(OC)c1	-6.1	1.4	-2.0	2.3	-13.6	23.2	26.9	3.2	-19.9	14.8
Cc1cccc(C(=O)OCc2cncs2)c1	1.5	-1.8	-0.8	·	-7.2	20.6	-6.2	-2.0	-3.9	-35.3
S=c1[nH]cc(-c2ccccc2)n1-c1ccccc1Cl	-1.7	-1.2	2.2	3.5	-16.9	-1.4	-10.1	-1.1	5.7	3.4
CC(C(=O)c1ccccc1)[n+]1cccc(Br)c1 (centres undefined)	-1.0	-1.6	1.3	-0.7	-12.8	9.7	3.6	-2.5	-5.2	3.5
Cc1ccc(NC(=O)/C=C/c2ccc(S(=O)(=O)N3CCOCC3)cc2)cc1S(=O)(=O)N(C)C	3.2	-1.4	1.8	-0.4	-10.8	-21.5	85.8*	-15.0	-21.7	-11.6

Retrieved by structure from the entries so far (two):
SMILES	HTR5A ag ctr	NSD2 inh	CDK5 p35 inh	V-ATPase pHluor	PvdQ inh	MITF act	SR-BI HDL uptake	Wnt bcat act	dFosB act	HTR5A inv ag
Cc1ccc(NC(=O)/C=C/c2ccc(S(=O)(=O)N3CCOCC3)cc2)cc1S(=O)(=O)N(C)C	3.2	-1.4	1.8	-0.4	-10.8	-21.5	85.8*	-15.0	-21.7	-11.6
CCNC(=O)N1CCNC(=O)C1CC(=O)OC (centres undefined)	-2.2	-4.5	0.3	-0.4	-13.3	-6.5	-1.2	-1.5	0.0	5.1
